BL2 CD40 inh: CD40 pathway inhibition in BL2 cells. BL2 NF-kB luciferase reporter, CD40L-induced, 4 h. inhibition, % at 10 µM. hit rate 0.94% among 83,000. AID 1053188;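 active = mean inhibition of at least 50% with a set share of replicates also reaching that level; inconclusive = no clear call, values can overlap the other calls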;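 note: 0% = neutral control wells and 100% = IKK inhibitor VII at 50 µM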
Starred values were filed as active, the others as inactive; ? = inconclusive; [ ] = another dose, or the depositor's remark.

SMILES	BL2 CD40 inh
CSCCC(NC(=O)c1ccco1)C(=O)NNC(=O)c1n[nH]c(=O)c2ccccc12 (stereo not given)	6.0
O=C(Nc1ccc(F)cc1)N1[C@@H](CO)[C@@H]2c3ccccc3NC[C@@H]21	-9.5[25 µM]
Cc1nc2c3ccccc3n(Cc3ccccc3F)c2s1	11.9
CCCNC(=O)N1CC2(CCN(Cc3cccc(OC)c3)CC2)c2c(n(C)c3cc(OC)ccc23)[C@@H]1CO	7.6[25 µM]
Cc1ccc(Nc2cc(-n3nc(C)cc3C)ncn2)cc1	2.6
O=C(O)/C=C1\CCCc2ccccc2C1O (stereo not given)	-5.3[25 µM]
c1ccc(COc2cccc(CNn3cnnc3)c2)cc1	13.7
CC1CCCN(C(=O)c2ccc(-c3ccccc3Cl)o2)C1 (stereo not given)	-63.7
CCn1c(=N)n(CC(=O)OC)c2ccccc21	13.3
O=S(=O)(c1ccc2c(c1)nc1n2CCC1)N1CCOCC1	4.7
COCC(=O)N1[C@H](CO)[C@@H](c2ccc(-c3cccnc3)cc2)[C@@H]1C#N	-8.5[25 µM]
N=C(N=C(N)N)N1CCc2ccccc21	4.0
CCN(CC(=O)Nc1cc(Cl)ccc1C)CC(=O)NC1CC1	5.7
N#Cc1cccc(-c2ccc(C3[C@@H]4CN(C(=O)Nc5ccc(C(F)(F)F)cc5)C[C@H]3N4)cc2)c1 (stereo not given in full)	?
CC(=O)c1cccc(NC(=O)CCC2CCCC2)c1	-41.6
Cc1ccc(S(=O)(=O)NCCSc2nnnn2C)cc1	1.6
CC(C)(C)S(=O)N1Cc2cc(C(=O)NCCCN3CCOCC3)nc(-c3cccc(C#CCC4CCCC4)c3)c2[C@@H]1CCO (stereo not given in full)	24.2
CCc1c(C)[nH]c2c(C)cccc2c1=O	20.0
O=c1c(-n2cncn2)c[nH]n1-c1cccc(Cl)n1	10.3
O=S(=O)(c1ccc(F)cc1)N1CCC2(CC1)OCCN2S(=O)(=O)c1cccs1	10.5

Among those listed so far, six contain sulfur.
SMILES	BL2 CD40 inh
CSCCC(NC(=O)c1ccco1)C(=O)NNC(=O)c1n[nH]c(=O)c2ccccc12 (stereo not given)	6.0
Cc1nc2c3ccccc3n(Cc3ccccc3F)c2s1	11.9
O=S(=O)(c1ccc2c(c1)nc1n2CCC1)N1CCOCC1	4.7
Cc1ccc(S(=O)(=O)NCCSc2nnnn2C)cc1	1.6
CC(C)(C)S(=O)N1Cc2cc(C(=O)NCCCN3CCOCC3)nc(-c3cccc(C#CCC4CCCC4)c3)c2[C@@H]1CCO (stereo not given in full)	24.2
O=S(=O)(c1ccc(F)cc1)N1CCC2(CC1)OCCN2S(=O)(=O)c1cccs1	10.5

New compounds follow
SMILES	BL2 CD40 inh
Cc1ccc2onc(CC(=O)O)c2c1	2.7
N#C[C@@H]1[C@@H](c2ccccc2-c2ccc(F)cc2)[C@@H](CO)N1C(=O)Cc1ccccc1	13.9[25 µM]
CO[C@H]1CN(C)C(=O)c2cc(NC(=O)Nc3cccc(Cl)c3)ccc2OC[C@@H](C)N(C(=O)Nc2c(C)noc2C)C[C@H]1C	15.2[25 µM]
CC(C)(Oc1ccc(Cl)cc1)C(=O)N/N=C/c1cn[nH]c1-c1ccccc1	16.8
CCN(Cc1ccc(OC)c(F)c1)C(=O)/C=C/c1ccc(S(=O)(=O)N2CCOCC2)cc1	-3.3
COc1nc2ccccc2nc1OC	3.8
CC1CCCC(C)N1C(=O)COC(=O)c1ccco1 (stereo not given)	3.3
CC[n+]1c(/C=C(/C)SC)sc2ccccc21	26.0
CCCN(CC(=O)Nc1ccc(F)c(F)c1F)C(=O)C1CC(=O)N(Cc2ccccc2)C1 (stereo not given)	14.5
C[N+](C)(C)CCOP(=O)([O-])OC[C@H](O)CO	17.1
COc1ccc2c3c(n(C)c2c1)[C@H](CO)N(C)CC31CN(CC2CC2)C1	-12.7[25 µM]
COc1ccc(S(=O)(=O)N2CCOCC2)cc1NC(=O)c1cccc(-n2cccc2)c1	11.0
CC(=O)Nc1cccc(C(=O)OCC(=O)NNC(=O)c2ccc([N+](=O)[O-])cc2)c1	-3.1
COc1ccc(NC(=O)c2oc3ccccc3c2NC(=O)C2CC2)cc1	9.0
CCCCN(CC)C(=O)Cn1cnc2ccc(S(=O)(=O)N3CCC(C)CC3)cc2c1=O	8.8
N#C[C@H]1[C@@H](c2ccc(-c3cccc(F)c3)cc2)[C@@H](CO)N1C(=O)c1cccnc1	12.7[25 µM]
Cc1ccc(NC(=O)Cc2ccccc2)cc1S(=O)(=O)N1CCOCC1	0.1
O=C([C@H]1[C@H](CO)[C@H]2Cn3c(cccc3=O)[C@@H]1N2C(=O)c1ccccn1)N1CCCCC1	13.0[25 µM]
CSCCC(NC(N)=O)C(=O)N(C)CC(=O)Nc1ccc(C)cc1 (stereo not given)	7.7
CCOc1ccc(N2C(=O)CC(SCC(=O)O)C2=O)cc1 (stereo not given)	1.9
CCOC(=O)CCc1c(C)nc(SCCN2CCCC2)c(C#N)c1C	1.1
Cc1ccc(C(=O)N2CCN(C(=O)C3CCCO3)CC2)cc1 (stereo not given)	5.9
C[C@@H]1CN([C@H](C)CO)S(=O)(=O)c2ccc(C#Cc3ccccc3F)cc2O[C@H]1CN(C)C(=O)Cc1cccnc1	6.8[25 µM]
O=C1CCc2cc(S(=O)(=O)N3CCN(c4ccccc4F)CC3)ccc2N1	16.5
CCN(CC)C(=O)c1ccccc1NS(C)(=O)=O	15.5
COc1ccc(C#Cc2ccc([C@@H]3[C@H]4CN(C(=O)c5ccc(F)cc5)CC(=O)N4[C@H]3CO)cc2)cc1	2.1[25 µM]
COC(=O)C(CC(=O)CNC(=O)c1ccccc1)NC(=O)c1ccccc1 (stereo not given)	-11.3
O=C(NCCc1c[nH]c2ccccc12)C1CCC(=O)N(CCc2cccc(F)c2)C1 (stereo not given)	-3.9
O=C1CSC(=O)N1CCOCCN1C(=O)CSC1=O	5.4
CC(OC(=O)c1nc(Cl)ccc1Cl)C(=O)Nc1ccc2c(c1)OCCO2 (stereo not given)	3.7
CCCCN(C(=O)c1ccc(C)c(S(=O)(=O)N2CCOCC2)c1)c1c(N)n(CCCC)c(=O)[nH]c1=O	5.8
COc1ccc(NC(=O)CN(C)C(=O)c2cc(C)oc2C)cc1	0.8
Cc1nn(CC(=O)NC2(C#N)CCCCC2)c(C)c1[N+](=O)[O-]	0.9
O=C(c1ccc(-n2cnnn2)cc1)N1CCCCC1	10.8
CCC(=O)N1C[C@@H](O)COC[C@@H]2O[C@H](CC(=O)NCc3ccc(Oc4ccccc4)cc3)CC[C@H]21	3.2[25 µM]
Cc1nc(N2N=C3/C(=C/c4ccc(F)cc4)CCCC3C2c2ccc(F)cc2)sc1C(=O)N(C)C (stereo not given)	18.7
Cc1ccc(S(=O)(=O)CCC(=O)N(CCCN2CCOCC2)c2nc3ccccc3s2)cc1	95.5*
CCCn1c(N)c(C(=O)CN2CCc3ccccc3C2)c(=O)n(C)c1=O	11.1
CCCSc1nnc2nc(C)cc(C)n12	-5.7
CN1C(=O)c2cc(NC(=O)C3CCCC3)ccc2OC[C@H]2O[C@@H](CC(=O)NCc3ccccc3F)CC[C@@H]21	0.4
C[C@@H]1CN([C@@H](C)CO)S(=O)(=O)c2ccc(-c3cncnc3)cc2O[C@@H]1CN(C)Cc1ccncc1	2.8[25 µM]
CC(NC(=O)CN(C)S(=O)(=O)c1ccc(F)cc1)C1CC2CCC1C2 (stereo not given)	18.2
O=C(c1ccc2c(c1)C(=O)N(Cc1ccco1)C2=O)N1CCOCC1	7.8
CSc1ccc2c(c1)N(CCC1CCCCN1C)c1ccccc1S2 (stereo not given)	73.5*
CCCCC1CCC(C(=O)N2CCOCC2)CC1 (stereo not given)	11.0
c1ccc2c(c1)CNc1ccccc1-2	8.6
COC(=O)c1ccc(OC(=O)c2nn(C)cc2Cl)c(OC)c1	3.3
CC(C)Oc1ccc(C2CCC(=O)NC2=O)cc1 (stereo not given)	-5.0
CC1CN(C(=O)CNC(=O)COc2ccccc2)CC(C)O1 (stereo not given)	1.5
Cc1ccc(CNC(=O)C2CC2c2ccccc2)cc1 (stereo not given)	-7.3
COC(=O)c1ccc2c(c1)NC(=O)C(N(CC(C)C)CC(C)C)S2 (stereo not given)	3.6
CO[C@@H]1CN(C)C(=O)c2ccc(NC(C)=O)cc2OC[C@H](C)N(Cc2ccc(F)cc2)C[C@@H]1C	5.3
COc1ccc(CCNC(=O)CCN2C(=O)c3cccc4cccc(c34)C2=O)cc1OC	-0.6
C[C@@H]1CN([C@@H](C)CO)C(=O)Cc2cc(NC(=O)Cc3cn(C)c4ccccc34)ccc2O[C@@H]1CN(C)Cc1ccc(C(F)(F)F)cc1	13.9[25 µM]
O=C(Nc1nc2c(s1)COc1ccccc1-2)c1cccs1	-57.3
O=C(OCC(=O)N1CCc2ccccc21)c1cc(S(=O)(=O)N2CCOCC2)ccc1F	5.9
CCc1cc2c(C)cc(=O)oc2cc1OC(=O)C1CCCN1C(=O)OC(C)(C)C (stereo not given)	-6.1
CS(=O)(=O)N1CCc2cc(C(=O)N3CCN(c4ccccc4)CC3)ccc21	-3.8
Cc1ccc(N(C(=O)c2ccco2)C2C=CS(=O)(=O)C2)cc1 (stereo not given)	5.0
CCn1cc(Cl)c(C(=O)Nc2cccc(CN3CCOCC3)c2)n1	-17.1
Next records follow:
SMILES	BL2 CD40 inh
CCc1ccc(N(CC(=O)NC2CCCC2)S(=O)(=O)c2c(C)noc2C)cc1	6.8
CCCN1CCC(NC(=O)Nc2cc(Cl)ccc2OC)CC1	19.4
Cc1cc(C(=O)Nc2cccc(S(=O)(=O)N3CCCC3)c2)c2ccccc2n1	14.1
CCOC(=O)Nc1cc(C(=O)OC)cc(C(=O)OC)c1	-8.8
CN(C)CCNC(=O)C1(C)Cc2c(-c3cccc(C(F)(F)F)c3)ccnc2O1 (stereo not given)	10.2
CCOc1cc(OCC)cc(C(=O)O)c1	14.3
Cc1cc(NC(=O)COC(=O)c2ccccc2S(=O)(=O)N(C)c2ccccc2)no1	19.9
CCS(=O)(=O)N1CC2(CN(Cc3cc(F)ccc3F)[C@H](CO)c3c2c2ccc(OC)cc2n3C)C1	14.8[25 µM]
COC(=O)c1cc(-c2ccccc2)sc1NC(=O)c1cc(C)on1	4.8
CS(=O)(=O)c1ccc2nc(NC(=O)c3ccc(S(=O)(=O)NCC4CCCO4)cc3)sc2c1 (stereo not given)	10.3
O=C(CCC(=O)N1CCN(Cc2ccccc2)CC1)Nc1nnc(C2CCCCC2)s1	-3.2
CC(=O)c1ccc(S(=O)(=O)N(C)C(C)CCc2ccco2)cc1 (stereo not given)	-19.7
CN(CCS(=O)(=O)c1ccc(Cl)cc1)Cc1cccnc1	5.7
C[C@H](CO)N1C[C@H](C)[C@@H](CN(C)C(=O)Nc2ccc(C(F)(F)F)cc2)Oc2ncc(C3=CCCC3)cc2C1=O	-2.8[25 µM]
C[C@@H]1CCCCO[C@H](CN(C)S(=O)(=O)c2ccc(F)cc2)[C@@H](C)CN([C@H](C)CO)C(=O)c2cc(NS(=O)(=O)c3ccc(Cl)cc3)ccc2O1	-11.4
CCCc1cc(-c2n[nH]c(C(=O)OCC)c2-c2cscn2)c(O)cc1O	39.3
O=C(COc1ccccc1)Nc1ccc(CN2CCCCC2)cc1	3.5
CCCNC(=O)N1[C@H](C#N)[C@@H](c2ccc(-c3ccccc3F)cc2)[C@H]1CO	8.5[25 µM]
CC1(C)CC2(C)OCCN2C(=S)N1 (stereo not given)	7.9
COc1cccc(-c2ccc3c(c2)O[C@H](CN(C)C(=O)C2CCCCC2)[C@H](C)CN([C@H](C)CO)S3(=O)=O)c1	16.8[25 µM]
O=C(O)C1CCN(C(=O)CSc2nnc3ccccn23)CC1	-5.4
C[C@H]1CN([C@@H](C)CO)C(=O)c2ccccc2-c2ccccc2CO[C@@H]1CN(C)C(=O)Nc1ccnc(N2CCOCC2)c1	-24.4[25 µM]
CN(CC(=O)Nc1cccc(F)c1)C(=O)Cc1ccsc1	-6.0
Cc1ccc(NC(=O)COC(=O)c2cc(=O)c3cc(F)ccc3o2)cc1	5.7
CC(=O)NC(CCS(C)(=O)=O)C(=O)Nc1cc(C)ccc1C (stereo not given)	13.2
O=C(Nc1ccc2c(c1)[C@@H]1C[C@H](CC(=O)N3CCOCC3)O[C@@H](CO)[C@@H]1O2)Nc1ccccc1F	-14.9[25 µM]
CC1(C(=O)NS(=O)(=O)c2ccc3c(c2)CCO3)CCN1C(=O)c1ccccc1CCc1ccccc1 (stereo not given)	1.6
CCCCNc1nc2cccnc2s1	-49.8
CSc1ccc(S(=O)(=O)NCC(=O)OCC(=O)NCC2CCCO2)cc1[N+](=O)[O-] (stereo not given)	-1.5
Oc1c(C(Nc2ccccn2)c2ccccn2)ccc2cccnc12 (stereo not given)	-5.5
COC(=O)C1=C(C)NC(C)=C(C(=O)OC)C1C(=O)OCC(=O)N1CCCCC1C (stereo not given)	6.5
O=C(CCC(=O)N1CCCCCC1)NCc1ccc(F)cc1	15.2
O=C(Nc1ccc2c(c1)nc1n2CCSC1)c1ccco1	14.2
c1cncc(-c2nn3c(Cn4cnc5ccccc54)nnc3s2)c1	1.6
O=C(COC(=O)Cc1ccccc1F)Nc1cccc(S(=O)(=O)NC2=NCCCCC2)c1	-1.3
Cc1[nH]c2ccccc2c1C(=O)CSc1ccccn1	-27.0
O=S(=O)(Nc1ccc(N2CCCCC2)cc1)c1ccccc1	-34.6
Cc1ccc(NC(=O)C(c2ccccc2)N2CCN(CC(=O)N3CCOCC3)CC2)cc1 (stereo not given)	-146.4
CCOc1ccc(CCNC(=O)c2cccnc2N2CCCC2)cc1OCC	-0.4
CCCc1c(O)nc(SCC(=O)O)[nH]c1=O	1.2
O=C(NCC1CCCO1)C1CCN(S(=O)(=O)c2ccccc2)CC1 (stereo not given)	11.7

From PubChem BioAssay

These rows are one share of the data; rates above refer to the full screens.
